Bioassay records from PubChem BioAssay.
mcGAS inh: blocks mouse cGAS activity | Q8C6L5 | recombinant cGAS, Kinase-Glo ATP depletion luminescence | inhibition, % at 12.5 µM | 160,000 tested, 0.15% active | AID 1259399;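 further: 0% = negative control wells and 100% = reference inhibitor with no enzyme activity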
NPYLR7 agonist: activates Aedes aegypti NPYLR7 receptor | HEK293T NPYLR7/Galpha15, GCaMP6s calcium fluorescence | AID 1259423 | activation, % at 10 µM | 270,000 tested, 0.15% active; in the data active means activation above about 40%;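 further: 0% = vehicle and 100% = reference agonist at the receptor; some compounds past the cut are filed as inactive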
hcGAS lum: blocks human cGAS activity | Q8N884 | recombinant h-cGAS, ATP depletion, Kinase-Glo luminescence | inhibition, % at 12.5 µM | 290,000 tested, 0.081% active | AID 1259398;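 further: 0% = vehicle reaction and 100% = reaction without DNA for no activity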
Target sequence (Q8N884 whole entry, looked up): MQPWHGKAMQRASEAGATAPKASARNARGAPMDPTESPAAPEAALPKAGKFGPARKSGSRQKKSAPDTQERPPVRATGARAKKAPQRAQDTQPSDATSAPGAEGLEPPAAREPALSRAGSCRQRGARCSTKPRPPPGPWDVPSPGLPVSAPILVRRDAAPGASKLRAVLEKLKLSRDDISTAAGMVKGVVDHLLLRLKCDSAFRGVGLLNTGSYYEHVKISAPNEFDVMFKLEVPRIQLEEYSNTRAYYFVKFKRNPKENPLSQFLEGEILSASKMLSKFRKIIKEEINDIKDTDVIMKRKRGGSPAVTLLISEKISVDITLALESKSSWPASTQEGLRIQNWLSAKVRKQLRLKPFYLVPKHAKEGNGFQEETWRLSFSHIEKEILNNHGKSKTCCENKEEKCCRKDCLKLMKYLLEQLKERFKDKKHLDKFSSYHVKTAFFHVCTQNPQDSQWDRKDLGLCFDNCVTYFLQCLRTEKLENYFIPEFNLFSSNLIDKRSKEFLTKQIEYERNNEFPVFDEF
Active calls of the source: *; · = not tested or not shown; & = joins results of further samples. Unless noted, no stated cut-off is given here; in the data, active means inhibition above about 40%; inactive means the rest. The order is random; any-hit rate near 0.29%.

SMILES	mcGAS inh	NPYLR7 agonist	hcGAS lum
CC1=CC[C@@H]2CN(C(=O)c3ccc(Cn4nc(C)cc4C)cc3)C[C@@H]2C1	-14	5	-5
COc1ccc(CN2CCC2(C)C(=O)Nc2ccc(OC)c(OC)c2)cc1 (configuration not stated)	·	4	-5
CCc1nc(SCC(=O)N2CCCC3(CCNCC3)CC2)n[nH]1	·	5	-8
Cc1ccc(-n2nc(-c3ccccc3F)cc2C(=O)O)c(C)c1	·	14	-2
O=C(Cn1nnc2sc3c(c2c1=O)CCCC3)N1CCCC1	·	-2	-4
CCn1c(C(Cl)=Cc2cc(OC)cc(OC)c2)nc2cc(S(=O)(=O)N3CCOCC3)ccc21	·	3	-9
COc1cccc(-c2nc3ccccn3c2NC(=O)c2cccc(F)c2)c1	-9	-11	-7
FC(F)(F)C1CN(c2nc(-c3ccccc3)no2)CCO1 (configuration not stated)	-17	4	-15
O=c1ccc(-c2ccccc2)nn1CCCNS(=O)(=O)c1cccs1	·	-1	0
COc1cc(C(=O)Nc2nc(C)cs2)cc2c1OC(C)C2 (configuration not stated)	-9	9	-10
Cc1ccc(-c2nc(=S)n(CN3CCCC(CNS(C)(=O)=O)C3)[nH]2)cc1 (configuration not stated)	·	7	-5
Cc1cc(N(C)CCc2noc(C(C)C)n2)nc(-c2cccnc2)n1	·	0	6
Cc1cccc(CSc2ncc(CO)n2CC(=O)NCc2ccc(Cl)cc2)c1	·	2	3
CNC(=O)NC(=O)C(Sc1cccc(C(F)(F)F)c1)c1ccccc1 (configuration not stated)	·	10	-5
CCCc1ccc(S(=O)(=O)N2CCC3(CC2)[C@H](C(=O)OCC)[C@@H](OC)C(=O)N3C)cc1	-5	25	-5
COc1cc(=O)n(-c2ccc(C)cc2)nc1C(=O)N1CCN(c2ccccc2)CC1	-1	-3	1
CCn1ccc2c(cnc3ccnn32)c1=O	·	0	-7
CC1(C(=O)Nc2cccc3c2CCCC3)CCN1C(=O)CCc1cccs1 (configuration not stated)	0	-5	2
O=C(c1ccc2c(c1)OCO2)C1CCCN(C(=O)Cn2c(=O)oc3ccccc32)C1 (configuration not stated)	·	-3&4	-1&-5
NC(=O)C(C(=O)C=Cc1ccc(F)cc1)=C1SCS1	·	-4	-2
Cn1c(=O)[nH]c(=O)c2c1nc(N1CCN(Cc3ccccc3Cl)CC1)n2CCc1ccccc1	·	-9	-1
Cc1nc2c(=O)n(CC(=O)Nc3ccc(C(N)=O)cc3)nc(-c3ccccc3)c2s1	-6	2	-6
Cc1nc2n(n1)C(=O)C(C(c1ccc(F)cc1)N1CC(C)OC(C)C1)S2 (configuration not stated)	·	5	-9
Cc1ccc(Oc2ccc3ncccc3c2N)c(Br)c1	·	-1	10
COc1cccc(Cc2nsc(N(CC(=O)O)Cc3ccccc3)n2)c1	-6	13	-7
CC(C)(C)CC(C)(C)Nc1c(/C=C/c2ccccc2)nc2c(OCc3ccccc3)cccn12	2	-5	0
Cc1cc(N2CCCn3nc(C(=O)NC4CC4)cc3C2)nc(-c2cccnc2)n1	-10	21	-6
CC(C)c1nccc(-c2nccn2CCN2CCCC2=O)n1	·	0	-4
COc1cc(-c2ccccc2Cl)ccc1NC(C)=O	·	-3	-4
CCOC(=O)c1c(C)nn(-c2ccc(C(=O)NCCCCc3ccccc3)cc2)c1C	-5	15	0
CC(C)C[C@H]1CN(C(=O)CCC(=O)Nc2nncs2)CC[C@@]1(C)O	-10	0	-5
Cc1ccc(C2(O)CCN(C(=O)c3ccc(-c4ccccc4)[nH]3)CC2)nc1	2	1	2
Cc1ccc2cc(CCNC(=O)CC3CCCCC3)c(=O)[nH]c2c1	-8	1	-6
CCNC(=S)N1CCC(C(NC(=O)c2cccs2)C(=O)NCCOC)CC1 (configuration not stated)	-6	8	-5
COc1cccc(OCCCN2CCC3(CCCO3)CCC2=O)c1 (configuration not stated)	-12	·	-8
CCc1ccc(C(C2Sc3nc(CC)nn3C2=O)N2CCC(C(N)=O)CC2)cc1 (configuration not stated)	-1	-4	-1
O=C(NC1CCN(c2ccccc2C(=O)NCc2ccco2)CC1)c1ccc(Br)cc1	-3	-3	-3
CC1CCN(C(=O)c2cc(N)ccc2N2CCC(C)CC2)CC1	-11	6	-7
CCc1cccc2c(C=NOCc3ccc(C)cc3)c[nH]c12	·	-3	-3
CCCCN(C(=O)Cn1nc(C)c([N+](=O)[O-])c1C)C(C)CC (configuration not stated)	·	5	-10
Cc1c(C(=O)Nc2ccc3oc(=O)ccc3c2)nnn1-c1cccc(Cl)c1	-8	-3	-4
O=C(NC1CCCCC1)C1c2ccccc2C(=O)N1Cc1cccs1 (configuration not stated)	·	7	-9
CCn1nc(C(=O)O)c2c1CCC(NCc1nn(CC)c3ccccc13)C2 (configuration not stated)	·	2	-10
CCOC(=O)c1c(-c2ccc(C)cc2)csc1NC(=O)c1cccnc1	-7	-4	-9
Cc1c(CS(C)=O)cccc1NC(=O)CC1CCCC1 (configuration not stated)	·	7	-5
O=[N+]([O-])c1ccc(N2CCCC2)cc1Sc1nnnn1-c1ccccc1	·	7	-3
COCCCN(Cc1c(-c2cccc(C)c2)noc1N1CCOCC1)C(=O)c1ccccc1F	-6	6	-9
Cc1ccc(S(=O)(=O)/C(=C\N2CCCCC2)c2ccc(Cl)cc2)cc1	·	1	-8

Nothing new here: entries from further up.
SMILES	mcGAS inh	NPYLR7 agonist	hcGAS lum
O=C(NC1CCCCC1)C1c2ccccc2C(=O)N1Cc1cccs1 (configuration not stated)	·	7	-9
CCn1nc(C(=O)O)c2c1CCC(NCc1nn(CC)c3ccccc13)C2 (configuration not stated)	·	2	-10
CCOC(=O)c1c(-c2ccc(C)cc2)csc1NC(=O)c1cccnc1	-7	-4	-9
Cc1c(CS(C)=O)cccc1NC(=O)CC1CCCC1 (configuration not stated)	·	7	-5
O=[N+]([O-])c1ccc(N2CCCC2)cc1Sc1nnnn1-c1ccccc1	·	7	-3
COCCCN(Cc1c(-c2cccc(C)c2)noc1N1CCOCC1)C(=O)c1ccccc1F	-6	6	-9
Cc1ccc(S(=O)(=O)/C(=C\N2CCCCC2)c2ccc(Cl)cc2)cc1	·	1	-8

Next compounds:
SMILES	mcGAS inh	NPYLR7 agonist	hcGAS lum
CN1CCCNC(=O)C12CCN(Cc1ccc(C#CC(C)(C)O)cc1)CC2	·	-1	-6
O=[N+]([O-])c1ccc(NN=C2C3CC4CC2CC(O)(C4)C3)c([N+](=O)[O-])c1	-5	2	-10
CCC(C)C(=O)Oc1cc(C)ccc1C1(COC(=O)C(C)C)CO1 (configuration not stated)	-5	-10	-3
O=C(N/N=C/c1ccc[nH]1)C1COc2cc3ccccc3cc2O1 (configuration not stated)	-2	-10	2
O=C(Nc1nc(-c2cc(Cl)sc2Cl)cs1)c1ccc(S(=O)(=O)N2CCCC2)cc1	-6	-3	-8
Cc1cccc(C(=O)N2CCC3(CC2)OCC(C(=O)O)N3C(=O)c2ccccc2C)c1 (configuration not stated)	-4	4	-2
NC(=O)c1cccc(S(=O)(=O)Nc2ccccc2Cl)c1	·	6	-14
COc1ccc(CC2CN(S(C)(=O)=O)CCO2)cc1 (configuration not stated)	·	20	-2
CCCCNc1nccnc1-c1cc(C)c(O)c(C)c1	-2	-4	-4
CCOc1ccc(NC(=O)NC(Cc2ccccc2)c2nnc(SCc3ccccc3)n2-c2ccc(C)cc2)cc1 (configuration not stated)	1	-12	-1
CCC(C)N(Cc1cccc(OS(=O)(=O)CC)c1)S(=O)(=O)c1cccc2cccnc12 (configuration not stated)	-3	·	-1
Cc1ccc(-c2nnc(SCCCC(=O)N3CCN(C(=O)c4cccc(F)c4)C(C)C3)n2-c2ccc(C)cc2)cc1 (configuration not stated)	-5	7	-4

A draw from above in order of number of heavy atoms, rising.
SMILES	mcGAS inh	NPYLR7 agonist	hcGAS lum
COc1ccc(CC2CN(S(C)(=O)=O)CCO2)cc1 (configuration not stated)	·	20	-2
O=C(N/N=C/c1ccc[nH]1)C1COc2cc3ccccc3cc2O1 (configuration not stated)	-2	-10	2
O=[N+]([O-])c1ccc(NN=C2C3CC4CC2CC(O)(C4)C3)c([N+](=O)[O-])c1	-5	2	-10

Continued.
SMILES	mcGAS inh	NPYLR7 agonist	hcGAS lum
CN(C)CCCNc1nc2cc(-c3ccccc3)sc2c(=O)n1C	·	7	-11
O=C1OC(/C=C/c2ccccc2)=NC/1=C\c1cccc2ccccc12	·	-2	-1
O=C(c1ncoc1-c1ccccc1)N1C[C@H](Oc2ccccn2)[C@H]2C[C@@H]1CC[C@H]2O	-7	14	3
CN1C(=O)CC(c2ccccc2)C1=O (configuration not stated)	·	8	-5
CNC(=O)c1ccc(CN2CCCC(c3ccccc3)CC2)cc1 (configuration not stated)	·	3	-12
Cc1cc2nc(-c3ccccc3)c(N3CCN(C(=O)c4ccc(F)c(Cl)c4)CC3)nc2cc1C	-6	·	-12
COc1ccc(-c2nnc3n(C)c4c(=O)n(C)c(=O)n(C)c4n23)cc1	·	5	-3
CC(=O)NN1C(=O)/C(=C\c2ccc(O)cc2)SC1=S	-8	81*	-8
COc1ccc(-c2cc(C(=O)NC(C)c3ccccc3)c(C)n2-c2cccc(OC)c2)cc1 (configuration not stated)	-5	1	-5
COc1cc2c(cc1O)CC[C@@H]1[C@@H]2CC[C@]2(C)[C@@H](O)CC[C@@H]12	-4	-1	-7
CCN(CC)CCNCc1cc(Br)ccc1OCC(=O)NCc1ccccc1	·	-4	1
CCOC(=O)[C@H]1C[C@@H]2O[C@H]1[C@H]1CN(Cc3cccn3C)C[C@H]1[C@@H]2O	-7	2	-10

2 of the compounds above, field by field:
SMILES: O=C1OC(/C=C/c2ccccc2)=NC/1=C\c1cccc2ccccc12
  mcGAS inh: ·	NPYLR7 agonist: -2	hcGAS lum: -1
SMILES: O=C(c1ncoc1-c1ccccc1)N1C[C@H](Oc2ccccn2)[C@H]2C[C@@H]1CC[C@H]2O
  mcGAS inh: -7	NPYLR7 agonist: 14	hcGAS lum: 3

Going on with the list:
SMILES	mcGAS inh	NPYLR7 agonist	hcGAS lum
Cc1ccc(NC(=O)C2Cc3ccccc3C(=O)O2)c(Br)c1 (configuration not stated)	·	10	-4
O=C(NCCCn1nc(-c2ccncc2)ccc1=O)c1ccccc1Cl	·	16	-5
O=C(Nc1cnc2n1CCCC2)c1sccc1S(=O)(=O)N1CCCC1	·	7	-2
O=C1CSC(=S)N1N=Cc1cccs1	8	3	1
Cc1ccc(-c2nc(C)c(C(=O)N3CC(C(N)=O)CCC3C)s2)c(C)c1 (configuration not stated)	·	11	-7
COc1cccc2sc(N3CCc4ccccc4C3)nc12	-5	3	-3
Nc1nc(SCC(=O)NCCC2=CCCCC2)nc2sc3c(c12)CCCC3	·	0	-8
COc1ccc(Br)cc1/C=C1N=C(/C=C\c2cccc([N+](=O)[O-])c2)OC/1=O	-4	-10	-2
COCCn1cc(NC(=O)NCCCN(C)C)c2ccccc21	·	12	-11
CCCCn1c(CN(C)Cc2ccon2)cnc1S(=O)(=O)C1CCCCC1	·	3	-5
CCCCCNC(=O)c1ccc(N2CCN(C(C)C)CC2)cc1	·	1	-10
CC(=O)N(c1cccc(C(F)(F)F)c1)c1nc(C=CC(=O)Nc2ccccc2)cs1	-8	6	-5
O=C(COc1ccc(Cl)cc1)Oc1coc(CSc2ncccn2)cc1=O	-8	-10	-4
CCC(NCc1cccnc1-n1cncn1)C(=O)Nc1ccccc1 (configuration not stated)	-14	22	-4
CCOc1ccccc1CNC(=O)c1cnc2c(-c3cc(OC)c(OC)c(OC)c3)cnn2c1C	-1	-10	-4
CN1CCN(N=Cc2ccc(OC(F)F)cc2OC(F)F)CC1	·	6	-7
O=C(NCCNC(=O)C1CCN(C(=O)c2cccs2)CC1)c1ccccc1	-6	10	-7
COC(=O)C(C)Sc1nnc2n1CCN2c1ccc(OC)cc1 (configuration not stated)	-3	4	-2
O=C(O)C1C2C=CC3(CN(c4ccc(Cl)c(F)c4)C(=O)C13)O2 (configuration not stated)	·	3	-1
Cc1cccc(CS(=O)CC(=O)NCCCOC(C)C)c1 (configuration not stated)	·	1	-1
Nc1ccc(C2CCCc3nonc32)c2nonc12 (configuration not stated)	·	6	-14
Cc1nc2nc3ccn(Cc4ccccn4)c(=O)c3c(-c3ccccc3)n2n1	-8	3	-4
CC(C)C(=O)NC(=S)N1CCOCC1	-5	·	-12
CCCCN1CCCCC1(C)C(=O)NCc1cc(F)ccc1F (configuration not stated)	-6	6	-15
Cc1ccc(Nc2nc(-c3ccccc3)[n+](C=C(Cl)Cl)s2)cc1	-4	-2	-5
CN(C)CCN(Cc1nccn1Cc1cccc(Cl)c1)C(=O)c1ccco1	-3	1	-5
O=C(NC12CC3CC(CC(C3)C1)C2)N1CCc2nc(Cc3cccc(F)c3)nc(N3CCOCC3)c2C1	-4	-5	-6
COC(=O)c1ccc(COC(CN2CCN(C(=O)c3c(F)cccc3F)CC2)c2ccc(Cl)cc2)cc1 (configuration not stated)	-6	·	2
Cn1cc(NC(=O)NCCCOC2CCCCC2)nn1	-6	·	-9
CCOC(=O)c1cnc2nc(C)nn2c1-c1ccccc1	-7	-5	-4
Cc1nc2n(n1)C(=O)C(C(c1ccc(F)c(F)c1)N1CCCC(C)C1)S2 (configuration not stated)	-7	1	-9
COCCCN(CC(=O)N(CCc1ccccc1)Cc1ccc(C)o1)C(=O)c1ccc(OC)cc1	-3	-3	-2
CN(C)C(=O)c1ccc(NCc2ccc(C#N)cc2)cc1Cl	-17	17	-10
CCOC(=O)CCC(=O)N1CCC(Cc2ccc3c(c2)OCO3)CC1	-7	1	1
COc1cccc(CNC(=O)c2nnn(Cc3ccccc3)c2N)c1	-7	0	-7
COCCN1CC(C(=O)NCc2cccc(C)n2)CCC1=O (configuration not stated)	·	8	-9
O=C1NCC2(CCCN(C(=O)c3cn[nH]c3-c3cccs3)C2)O1 (configuration not stated)	-10	7	-8
COc1ccc(C2=NN(C(=O)c3cccs3)C(c3ccc4nccnc4c3)C2)cc1OC (configuration not stated)	-9	1	-8
Cc1[nH]n(-c2nc(-c3ccc(Br)cc3)cs2)c(=O)c1N=Nc1cccc(C(F)(F)F)c1	-5	9	-4
